Assay outcomes: PubChem BioAssay, National Center for Advancing Translational Sciences (NCATS)
AID inhibitor – blocks human AID cytidine deaminase activity; Q9GZX7; Potency, µM (titrated, usually from 115 µM), for inactives: at the top dose activity change, negative = inhibition, usual class: inhibitors; AID 1347428; hit rate 0.32% among 91,000; AID deamination FRET fluorescence, UDG-coupled, 4 h; note: nearly all actives have a fitted effect of over 25% in size
Target sequence (Q9GZX7 whole entry, looked up): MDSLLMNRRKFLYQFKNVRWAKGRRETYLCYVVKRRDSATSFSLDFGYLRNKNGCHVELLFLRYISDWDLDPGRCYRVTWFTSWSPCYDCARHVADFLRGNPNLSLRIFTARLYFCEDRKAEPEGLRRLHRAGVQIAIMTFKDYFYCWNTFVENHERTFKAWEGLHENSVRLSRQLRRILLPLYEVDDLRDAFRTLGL
UDG counter – counter-screen for AID inhibitors: uracil-DNA glycosylase inhibition. FRET deamination/UDG coupled assay, UDG read, 4 h. hit rate 0.14% among 91,000. Potency, µM (titrated, usually from 115 µM), for the others: top-dose activity change, negative = inhibition, hits mostly inhibitors; note: nearly all actives have a fitted effect of over 65% in size
Numbers without * were called inactive; ? = inconclusive; & = joins results of further samples; [ ] = dose if it differs, or a comment. Calls come from the whole dose curve; as a rule, active = well fitted curve in the direction sought with a large enough effect; inconclusive = small, poorly fitted or top-dose-only effect, or another doubt; inactive = no such curve, though single readings can be large; an effect the other way counts as inactive or inconclusive. % is set by controls: 0 for no effect and ±100 for the full control effect; potency is the fitted concentration of half-maximal effect.

Below each compound: AID inhibitor	UDG counter
- CCOc1ccc(OC(=O)c2cn(-c3cccc(OC)c3)c(=O)c3ccccc23)cc1
  4%	61%[activator]
- COc1ccc(Cl)cc1C(=O)N1CCN(Cc2cc(=O)n3ccsc3n2)CC1
  0%	-10%
- CC(NC(=O)C1CCCCC1)c1cccc(Br)c1 (stereo not drawn)
  -9%	-4%
- Cc1c(OC(=O)c2ccccc2Cl)cccc1OC(=O)c1ccccc1Cl
  -12%	-13%
- Cc1ccc(C)c(Cn2c(N3CCN(C/C=C/c4ccccc4)CC3)nc3c2c(=O)[nH]c(=O)n3C)c1
  -24%	-3%
- CCOCCCNC(=O)c1c(NC(=O)c2cc(=O)c3cc(C)c(C)cc3o2)sc2c1CCC2
  17%	1%
- CC(/C=N/O)=N/N=C(C)\C=N\O
  -12%	-16%
- CCc1ccccc1NC(=O)C1(S(=O)(=O)c2ccc(Cl)cc2)CC1
  -15%	-4%[57.5 µM]
- COc1ccc(Nc2ncnc3sc4c(c23)CCCC4)cc1
  -26%	-5%
- Cc1ccc(NC(=O)c2oc3ccc(S(=O)(=O)N4CCCCCC4)cc3c2C)cc1Cl
  8%	-10%
- Cc1ccc2onc(CNC(=O)N3CCN(c4cccc(C(F)(F)F)c4)CC3)c2c1
  -27%	-7%
- OC(COCc1ccccc1F)Cn1nnc(-c2cccnc2)n1 (stereo not drawn)
  -2%	-1%
- CSc1ccc(/C=C2\SC(=Nc3ccccc3)N(c3ccccc3)C2=O)cc1
  -1%	-3%
- COc1ccc(OC)c(C2CC(c3ccc(NS(C)(=O)=O)cc3)=NN2C(=O)c2cccs2)c1 (stereo not drawn)
  -14%	-10%
- CCn1c(COc2cccc3cccnc23)nnc1SCC(=O)OC
  -11%	22%

Grouped by structure, the entries above with sulfur (8)
Below each compound: AID inhibitor	UDG counter
- COc1ccc(Cl)cc1C(=O)N1CCN(Cc2cc(=O)n3ccsc3n2)CC1
  0%	-10%
- CCOCCCNC(=O)c1c(NC(=O)c2cc(=O)c3cc(C)c(C)cc3o2)sc2c1CCC2
  17%	1%
- CCc1ccccc1NC(=O)C1(S(=O)(=O)c2ccc(Cl)cc2)CC1
  -15%	-4%[57.5 µM]
- COc1ccc(Nc2ncnc3sc4c(c23)CCCC4)cc1
  -26%	-5%
- Cc1ccc(NC(=O)c2oc3ccc(S(=O)(=O)N4CCCCCC4)cc3c2C)cc1Cl
  8%	-10%
- CSc1ccc(/C=C2\SC(=Nc3ccccc3)N(c3ccccc3)C2=O)cc1
  -1%	-3%
- COc1ccc(OC)c(C2CC(c3ccc(NS(C)(=O)=O)cc3)=NN2C(=O)c2cccs2)c1 (stereo not drawn)
  -14%	-10%
- CCn1c(COc2cccc3cccnc23)nnc1SCC(=O)OC
  -11%	22%

(further entries)
Below each compound: AID inhibitor	UDG counter
- Cc1ccc(C)c(Cn2cc(S(=O)(=O)c3ccc(Cl)cc3)c(=O)c3cc(F)ccc32)c1
  -14%	-2%
- O=C(Cc1c(C(=O)O)[nH]c2ccccc12)Nc1cccc(C(F)(F)F)c1
  -20%	7%
- COc1ccc(Nc2nc(-c3ccc(OC)cc3)nc3ccccc23)cc1
  -5%	-12%
- CC(C)c1ccc(SC(C(=O)O)c2ccccc2)cc1 (stereo not drawn)
  -18%	5%
- CC(=O)c1ccc(OCc2ccc(F)cc2)cc1
  -11%	-8%
- Cc1cccc(C(=O)NCCCc2ccccc2)n1
  0%	2%
- COc1ccccc1CNS(=O)(=O)c1ccc2[nH]c3c(c2c1)CCCCC3
  -15%	-9%
- Cc1ccc(CCC(=O)NC(C)c2cccnc2)c(C)c1 (stereo not drawn)
  -3%	4%
- CC(C)CCNC(=O)C(Cc1ccccc1)NS(=O)(=O)c1ccc2c(c1)c(=O)n(C)c(=O)n2C (stereo not drawn)
  -7%	2%
- Cc1ccc(C(=O)Nc2ccc3oc(-c4ccncc4)nc3c2)cc1C
  7%	-5%
- CC(C)(C)CC(=O)NCC(O)c1ccc(Cl)cc1 (stereo not drawn)
  -5%	-6%
- COc1ccc(CNC(=O)c2cnc3cc(C)ccn3c2=O)cc1
  30%[activator]	-14%
- COCCN1CCCNCC1
  11%	-1%
- COC(=O)c1sc(N2C(=O)C(=O)/C(=C(/O)c3cccc(OC)c3)C2c2ccccc2F)nc1C (stereo not drawn)
  ?	1%
- O=C(c1ccco1)N1CCN(c2nc3c(F)cc(F)cc3s2)CC1
  ?	-14%

(more compounds)
Below each compound: AID inhibitor	UDG counter
- N#Cc1nc(/C=C/c2ccc(F)cc2)oc1NCc1ccc(F)cc1
  -8%&-3%	9%&4%
- COC(=O)c1sc2ncccc2c1-n1c(C)ccc1C
  -2%	12%
- Cc1ccc(CN2CC(C(=O)Nc3ncccc3C)CC2=O)cc1 (stereo not drawn)
  -3%	8%
- Cc1[nH]cnc1C(=O)O
  12%	6%
- Cc1cc(C)c(C(=O)c2cc3ccccc3o2)c(C)c1
  -12%	-12%
- CC(C)Oc1ccc(C(=O)N(Cc2ccco2)c2ccccn2)cc1
  -12%	?
- CCc1ccccc1NC(=O)CN(c1cc(C(F)(F)F)ccc1Cl)S(=O)(=O)c1ccccc1
  -49%	-13%
- O=C(Cn1c(=O)c2ccccc2n(CC(=O)Nc2ccc(Cl)cc2)c1=O)NCCc1ccccc1
  13%	-1%
- Cc1ccc(CCNC(=O)CN2CCN(Cc3ccc(Cl)cc3)C2=O)cc1
  -27%	-3%
- COc1ccc(C2=C(Nc3ccc(C)cc3C)c3ccccc3C2=O)cc1
  6%	12%
- O=C(Nc1c(C(=O)c2ccccc2)oc2ccccc12)c1ccc(F)cc1
  8%	-2%
- O=C(c1cnn(-c2ccc(F)cc2)c1-n1cccc1)N1CCN(c2ccc(F)cc2)CC1
  -15%	0%
- O=C(NCCN1CCN(c2cccc(Cl)c2)CC1)Nc1ccccc1
  5%	-4%
- Cc1cc2nc(CSc3nc4ccc(NC(=O)Cc5ccccc5)cc4s3)cc(=O)n2o1
  -9%	-10%
- Cc1ccc(NCCCNc2ncccc2C#N)nc1
  2%	1%

(list continues)
Below each compound: AID inhibitor	UDG counter
- CCOc1ccc(NC(=O)COc2ncnc3ccc(Br)cc23)c([N+](=O)[O-])c1
  9%	-5%
- O=c1[nH]cc(F)c(=O)[nH]1
  1%	6%
- CCc1ccccc1NC(=O)CN(C)C(=O)C(C)N1CCCC(C(F)(F)F)C1 (stereo not drawn)
  -5%	0%
- CC(C)C(C)NC(=O)c1ccccc1Br (stereo not drawn)
  8%	2%
- COc1ccc(NC(=O)C2=C(C)Nc3nc(SCc4ccc(C)cc4C)nn3C2c2cccc(OC)c2OC)cc1 (stereo not drawn)
  2%	-9%
- O=C(CSc1nnc(-c2cccs2)o1)NCCc1ccc(F)cc1
  -6%	-2%
- Cc1ccccc1NC(=O)COC(=O)CCc1nc2ccccc2s1
  2%	-8%
- O=C(O)CSCc1ccc(F)cc1
  1%	7%
- CCOc1ccc(NC(=O)CN(c2ccc(C)cc2)S(=O)(=O)c2cccs2)cc1
  0%	-4%
- CC(C)Sc1ncc(Cl)c(C(=O)N(Cc2ccc(N(C)C)cc2)C2CCS(=O)(=O)C2)n1 (stereo not drawn)
  38%[activator]	?
- COC(=O)c1cnc(N2CCN(c3ccccc3OC)CC2)c2ccccc12
  47%[activator]	-6%
- Cc1ccc(-c2nnc(SCC(=O)N3CCCc4ccccc43)o2)cc1
  11%	-7%
- CCc1ccc(/C=N/O)cc1
  4%	-1%
- C#CCN1CCC(C(=O)Nc2ccccc2CC)CC1
  -2%	-2%
- Cc1ccc2c(=O)cc(C(=O)N(Cc3ccccc3Cl)C3CCS(=O)(=O)C3)oc2c1 (stereo not drawn)
  -11%	-15%[57.5 µM]

Continuation.
Below each compound: AID inhibitor	UDG counter
- COc1cccc(CNC(=O)Cn2c(=O)ccc3cc(S(=O)(=O)N4CCCC4)ccc32)c1
  -17%	-9%
- Cc1ccc(C(=O)COC(=O)C2C3CC4OC(=O)C2C4C3)cc1 (stereo not drawn)
  17%	-2%
- COc1ccc(Nc2cc(C(=O)NCCCN(C)Cc3ccccc3)c3ccccc3n2)c(OC)c1
  -15%	?
- Cc1ccc(NC(=O)C2(c3ccccc3)CCCC2)cc1
  -1%	8%
- CCCCOc1ccc(CNC(=O)c2ccc(NC(=O)N3CCSc4ncccc43)cc2)cc1
  9%	?
- CCOC(=O)N1CCN(C(=O)CN(c2ccc(F)cc2)S(C)(=O)=O)CC1
  -2%	1%
- CCn1c(Cn2nnc(-c3ccccc3C)n2)nc2cc(S(=O)(=O)N3CCOCC3)ccc21
  -13%	-12%
- CN1CCN(C(CNC(=O)C(=O)Nc2ccccc2C#N)c2ccc3c(c2)OCO3)CC1 (stereo not drawn)
  4%	-12%
- COC(=O)C1(C(=O)OC)C2C3C4CC5C6C4C2C6C1C53 (stereo not drawn)
  -4%	-1%
- O=C(CSc1nc(-c2ccc(F)cc2)[nH]c1-c1ccc(F)cc1)Nc1ccc2c(c1)OCO2
  2%	21%
- Cc1cc(C)cc(C(=O)OCC(=O)c2c(C)cc(C)cc2C)c1
  2%	-4%
- CCOc1ccccc1CNC(=O)CCCN1C(=O)CCn2nc(-c3cccn3C)cc21
  14%	-18%
- CSc1nc2c([nH]c3ccccc32)c(=O)n1-c1ccc(C)cc1
  ?	-15%
- CC1(C)CC(=O)c2cc(-c3nc(-c4ccc(F)cc4)cs3)c(=O)[nH]c2C1
  2%	52%[activator]
- CCOc1cc(CNC(=O)c2sc3ncnc(N(C)C4CCCCC4)c3c2C)ccc1OC
  ?	?

Next section.
compound	AID inhibitor	UDG counter
CC(=O)C12CC3CC(C1)CC(C(=O)O)(C3)C2	-1%	11%
CC(C)C(=O)NC(NC(=O)C(C)C)c1cc(Br)ccc1F	2%	-4%
CNC(=O)c1ccc(-c2nc(CN3CCN(C(=O)Nc4ccc(OC)cc4OC)CC3)c(C)o2)cc1	5%	1%
CCN(Cc1ccco1)C(=O)c1[nH]c2c(c1C)C(=O)CC(C)(C)C2	-11%	-16%
CC1=C(C(=O)Nc2ccc(Cl)cc2)C(c2ccccc2)n2ncc(C(=O)Nc3ccccc3)c2N1 (stereo not drawn)	18%	-2%
Cc1ccc(C)c(Cn2c(C3CC(=O)N(c4ccccc4C)C3)nc3ccccc32)c1 (stereo not drawn)	?	?
CC(=O)NC(C)c1cc(C(C)(C)C)c(O)c(C(C)(C)C)c1 (stereo not drawn)	2%	-10%
Cc1cccc(N2C(N)=C(C#N)C3(C(=O)N(Cc4ccccc4F)c4ccccc43)C3=C2COC3=O)c1 (stereo not drawn)	-6%	3%
O=C(CN1C(=O)COc2ccc(S(=O)(=O)N3CCCC3)cc21)N1CCN(c2ccccc2F)CC1	-6%	12%
CCOc1ccc(C(=O)c2oc3ccccc3c2NC(=O)c2cc(-c3ccc(C)cc3)on2)cc1	10%	63%[activator]

The listing continues.
compound	AID inhibitor	UDG counter
Cc1ccn2c(=O)cc(COc3cccc(NC(=O)Nc4cccc(Cl)c4C)c3)nc2c1	12%	?
CCN1CCOC(=O)C1CC(=O)Nc1cc(Cl)ccc1C (stereo not drawn)	6%	2%
CN(CC(=O)OC(C)(C)C)C(=O)/C=C/c1cccc(C#N)c1	-1%	-6%
CCOc1ccc(C(=O)NCCc2csc(-c3cccnc3)n2)cc1	-4%	14%
O=C(c1cnc(N2CCCCC2)c2ccccc12)N1CCN(c2ccc(Cl)cc2)CC1	?	-26%
COc1cc(-c2nnc(SCC(=O)N(C)C3CCCCC3)o2)cc(OC)c1OC	-21%	?
COC(=O)/C(=C1/Oc2c(C)cc(C)cc2S1)C(F)(F)F	4%	9%
O=C(Cc1ccccc1F)NC1CCN(C2CC2)C1 (stereo not drawn)	-4%	-1%
Cc1cc(C(=O)Nc2ccccc2C#N)cs1	1%	-3%
CC(C)N(CC(O)COCc1ccccc1Cl)CC(O)COc1cccc2ccccc12 (stereo not drawn)	-15%	-8%

Next part.
compound	AID inhibitor	UDG counter
Cc1cc(Br)cc(C)c1O	3%	1%
Cn1c(=O)c2c(ncn2CC(O)c2cccc(F)c2)n(C)c1=O (stereo not drawn)	2%	4%
COc1ccc2c(Sc3ccc(C)cc3)c(C(=O)NCC(C)c3ccccc3)[nH]c2c1 (stereo not drawn)	4%	1%
O=C(Nc1ccc(F)cc1)c1ccc2c(Cl)c3c(nc2c1)CCC3	0%	2%
Cc1ccc(-c2n[nH]c(-c3ccccn3)n2)cc1	-5%	-11%
COc1ccc2c(Sc3ccccc3)c(C(=O)N3CCC(C)CC3)[nH]c2c1	?	-13%
COCc1ccc(CNC(=O)c2ccc(C#N)cc2)cc1	-5%	0%
Cc1nnc(N2CCC(C(=O)NC3CCCCC3)CC2)c2nn(-c3ccccc3)c(C)c12	3%	-5%
CNC(=O)NC(=O)CCN1CCOC(c2cccc(Br)c2)C1 (stereo not drawn)	-12%	4%
Cc1cc(=O)oc2cc(OCC(=O)NCCCn3ccnc3)ccc12	7%	9%

Next section
compound	AID inhibitor	UDG counter
O=C(CCc1ncc(-c2ccc(Cl)cc2)o1)NC1CCS(=O)(=O)C1 (stereo not drawn)	-4%	0%
COc1ccc(-c2n[nH]c3c2cnc2cc(OC)c(OC)cc23)cc1	8%	25%
O=C(Nc1ccc(Cl)cc1)c1ccc2c(c1)N(Cc1ccccc1)CCS2	13%	9%
COc1ccc(NC(=O)c2ccc3snnc3c2)cc1OC	30%	12%
Cc1ccc2oc(=O)c3cnn(CC(=O)N4CCN(c5ccccc5F)CC4)c3c2c1	-29%	29%
Cc1cc(-c2csc(NC3CCCCC3)n2)c(C)n1NC(=O)c1nn(C)c(=O)c2ccccc12	301%[activator]	152%[activator]
O=C(/C=C/c1ccc(-c2ccc(Cl)c(Cl)c2)o1)c1ccc(Cl)cc1	-1%	0%
CC(C)C(=O)/C(C#N)=C\c1ccc(OCc2cccc(F)c2)cc1	?	0%

These rows are one share of the data; the hit share may differ from the screen's.
